Source: PubChem BioAssay (Broad Institute)
RAD54 branch: RAD54 (human) branch migration inhibition; RAD54 Holliday junction branch migration, FAM/BHQ fluorescence; AID 602329; inhibition, % at 10.4 µM; Q92698; 0.14% of 360,000 active;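 active = mean normalized replicate activity at least 40 and at least half of replicates scoring 40 or more; inconclusive = only one of the two criteria met; inactive = mean below 40 and under half of replicates reaching 40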;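 also: 0% = median of neutral control wells and 100% = median of positive control wells; inhibitors cause a drop in the FAM fluorescence signal; in these data hits start at about 50%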
Target sequence (Q92698 whole entry, looked up): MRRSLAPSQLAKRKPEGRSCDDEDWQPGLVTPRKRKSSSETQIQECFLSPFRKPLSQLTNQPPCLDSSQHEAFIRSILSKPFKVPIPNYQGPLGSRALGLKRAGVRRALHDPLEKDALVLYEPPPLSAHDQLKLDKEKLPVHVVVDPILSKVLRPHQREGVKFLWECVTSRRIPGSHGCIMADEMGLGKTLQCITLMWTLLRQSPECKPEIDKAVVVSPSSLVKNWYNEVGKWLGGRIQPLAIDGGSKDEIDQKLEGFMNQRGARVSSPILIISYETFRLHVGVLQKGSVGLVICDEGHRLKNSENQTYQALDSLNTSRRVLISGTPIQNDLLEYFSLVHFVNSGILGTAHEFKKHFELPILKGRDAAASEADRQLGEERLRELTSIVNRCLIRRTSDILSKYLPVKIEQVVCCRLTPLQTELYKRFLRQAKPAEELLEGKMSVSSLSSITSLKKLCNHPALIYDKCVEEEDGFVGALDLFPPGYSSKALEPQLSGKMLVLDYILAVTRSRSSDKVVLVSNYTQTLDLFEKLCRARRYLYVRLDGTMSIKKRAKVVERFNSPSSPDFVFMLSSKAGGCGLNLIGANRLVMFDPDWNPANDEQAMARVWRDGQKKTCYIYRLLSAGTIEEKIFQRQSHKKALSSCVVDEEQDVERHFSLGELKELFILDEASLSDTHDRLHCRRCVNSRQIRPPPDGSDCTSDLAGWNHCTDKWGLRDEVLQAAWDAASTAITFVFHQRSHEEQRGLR
ARNT TACC3 PPI: ARNT/TACC3 interaction disruption | AlphaScreen His-ARNT PAS-B/GST-TACC3 binding, luminescence; TACC3 fragment carries E629A point mutation | inhibition, % at 9.99 µM | 0.66% of 390,000 active;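 active = mean inhibition of replicates at least 50% and at least half of replicates each reaching 50%; inconclusive = half or more replicates reach 50% but mean below 50%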;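 also: 0% = complete ARNT plus TACC3 wells and 100% = ARNT alone without TACC3; many hits fall short of the cut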
esBAF inh: SWI/SNF esBAF complex inhibition | 2% of 350,000 active | mouse ES cells, Bmi1-luciferase knock-in reporter, 24 h; 100% = twice the neutral-well signal | AID 602393 | reporter increase, % at 12.5 µM; in the data active = activation above about 40%; inconclusive = no clear call, values can overlap the other calls;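 also: 0% = median of the plate's neutral control wells and 100% = double that signal; a rise in the Bmi1 reporter signal indicates esBAF inhibition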
An asterisk follows results filed as active; ? = inconclusive. A portion of the library (hit frequency here may not be typical).

SMILES	RAD54 branch	ARNT TACC3 PPI	esBAF inh
CCc1ccc(CN2C(=O)CCC2(C)C(=O)NC2CCCC2)cc1 (stereo unspecified)	-7	4	-5
O=C(N/N=C\c1ccc(Cl)s1)c1cccs1	-5	4	72*
CC[C@]12c3[nH]c4cc(-c5ccco5)ccc4c3CCN1C(=O)[C@@H](CC(=O)NC/C=C(\C)CCC=C(C)C)C[C@@H]2C(=O)N1CCN(C(=O)c2ccco2)CC1	-4	0	0
CC(=O)N1CCN(S(=O)(=O)c2cccc(C(=O)Nc3nc4ccccc4[nH]3)c2)CC1	-7	20	-1
Cn1ncc2cc(NC(=S)NC(=O)c3ccccc3)ccc21	2	2	48*
Clc1ccc(-c2nnc3sc(-c4ccc(Br)o4)nn23)c(Cl)c1	3	-4	1
COc1ccc(OC(=O)c2ccncc2)cc1	-28	-2	0
O=C(c1ccco1)N1CCN(C2CC(=O)N(c3ccccc3)C2=O)CC1 (stereo unspecified)	-8	-3	8
CCOC(=O)c1[nH]c(CSc2nnnn2-c2ccccc2C)c(C(=O)OCC)c1C	-1	-3	1
COC(=O)c1ccc(C2C(C(=O)OCC(C)C)=C(C)N=C3SCCC(=O)N32)cc1 (stereo unspecified)	0	-4	2
CCOC(=O)c1sc(=S)n(Cc2ccccc2)c1N	-12	16	10
Cc1oc(C(C)(C)C)cc1C(=O)Nc1ccc(C(=O)O)cc1	-4	0	76*
CCC(C)(C)n1nnnc1CN(Cc1cc2cc(OC)c(OC)cc2[nH]c1=O)C1CCCC1	3	14	-2
Cc1ccc(CCNC(=O)NC(C)(C)C)cc1	3	1	39
CCOc1ccc2[nH]c(=O)c(CN(Cc3ccccc3OC)C(=O)c3ccccc3)cc2c1	1	2	10
c1ccc(-n2ncc3c(NCCN4CCCCC4)ncnc32)cc1	-6	-7	12
CCCn1c(=O)c2ccccc2n2c(Sc3nnnn3-c3ccccc3)nnc12	1	-5	-7
COc1ccc(OC)c(/C=N/NC(=O)CSc2nnc(C)n2-c2ccccc2)c1	-8	27	-11
N#Cc1ccc(-c2ccc(F)cc2)nc1SCC(=O)Nc1sc2c(c1C#N)CCC2	-3	-2	5
COCc1cc(C)nc(N2CCc3ccccc32)c1C#N	-7	13	6
CC1(C)Cc2ccccc2-c2nnc(-c3ccc4ccccc4n3)n21	-2	-4	24
Cc1ccc2cc(C#N)c(NCCNC(=O)C3CC3)nc2c1C	-5	-11	2
COCCCNC(=O)C1CCN(S(=O)(=O)c2c(C)noc2/C=C\c2ccc(OC)cc2)CC1	9	1	4
COc1cc(NC(=O)c2cc(C(C)C)on2)c(OC)cc1Cl	-5	-5	2
CC(=O)Nc1cc2c(cc1C(C)=O)OCCO2	-2	-32	1

Next section:
SMILES	RAD54 branch	ARNT TACC3 PPI	esBAF inh
O=C(CN(Cc1cccs1)C(=O)CSc1nnc(COc2ccccc2)o1)NC1CCCC1	-3	-9	5
COc1ccc2c(c1)c1ncn(CCN3CCCC3)c(=O)c1n2C	59*	-3	2
Cc1cccc(NS(=O)(=O)c2cc(C(=O)N3CCc4ccccc4C3)ccc2Cl)c1C	-5	-9	9
CN(C)c1nccc(Nc2ccccc2)c1C#N	1	-8	9
Cc1nc2ccc(NC(=O)c3ccc(Cl)c(NC(=O)c4cccs4)c3)cc2s1	-1	-2	35
Cn1nnnc1SCC(=O)Nc1ccccc1N1CCOCC1	-11	-4	2
Cc1nc(SCC(=O)NC(C)c2ccccc2)c2oc3ccccc3c2n1 (stereo unspecified)	-10	-5	-1
Cn1c2c(c(=O)n(C)c1=O)C(NS(=O)(=O)c1ccccc1)(C(F)(F)F)C(=O)N2 (stereo unspecified)	-4	4	-13
Cc1ccc(N2CC(C(=O)NCc3ccc4c(c3)OCO4)CC2=O)cc1C (stereo unspecified)	0	-39	-4
COc1cccc2cc(C(=O)NCc3ccccn3)c(=O)oc12	14	-3	?
COc1ccc(C(CC(=O)Nc2ccc(F)cc2)c2ccccc2)cc1 (stereo unspecified)	-3	-15	33
CC(=O)Nc1nnc(SCC(=O)NCC2CCCO2)s1 (stereo unspecified)	-4	-7	2
COC(=O)c1c(NC(=O)C2CCCO2)sc2c1CCC2 (stereo unspecified)	4	-19	7
CCOC(=O)Cc1csc(NC(=O)CSc2nnc(C(C)C)n2C)n1	13	-8	2
CC(=O)Nc1ccc(S(=O)(=O)N(CCO)Cc2ccccc2)cc1	-9	-7	-1
CCc1ccccc1NC(=O)C(Cc1cccc(OC)c1OC)c1nn[nH]n1 (stereo unspecified)	-5	-3	11
Cc1cc(C)nc(NS(=O)(=O)c2ccc(NC(=O)COc3ccccc3)cc2)n1	-11	-10	-6
CC1CCN(c2ccc(C(=O)O)cc2N)CC1	-9	3	-7
C=CCn1c(SCC(=O)c2cc(C)n(Cc3cccs3)c2C)nnc1-c1ccncc1	8	5	9
O=C(ON=C1CCN(S(=O)(=O)c2ccccc2)CC1)c1ccc(F)cc1	-5	-4	-6
O=C1C(Cc2ccccc2)Nc2ncnc(N3CCCCC3)c2N1Cc1ccc(Cl)cc1 (stereo unspecified)	-7	-4	4
CCCCSC(=S)N(C)C1CCS(=O)(=O)C1 (stereo unspecified)	1	-13	9
FC(F)(F)c1cc(C(F)(F)F)n2nc(-c3sccc3-n3cccc3)cc2n1	-1	-3	-13
CCNc1nc(NCC)n2c(SCc3nc4ccccc4c(=O)[nH]3)nnc2n1	9	9	-4
Clc1cccc(-c2nnc(SCc3nc4ccccc4[nH]3)n2Cc2ccco2)c1	-3	-1	-3

Full records as entered above. Order of screens: RAD54 branch, ARNT TACC3 PPI, esBAF inh
Record of `Cc1cccc(NS(=O)(=O)c2cc(C(=O)N3CCc4ccccc4C3)ccc2Cl)c1C` → -5, -9, 9
Record of `CCNc1nc(NCC)n2c(SCc3nc4ccccc4c(=O)[nH]3)nnc2n1` → 9, 9, -4

Ordered by molar mass (rising): some entries from above.
SMILES	RAD54 branch	ARNT TACC3 PPI	esBAF inh
CN(C)c1nccc(Nc2ccccc2)c1C#N	1	-8	9
CCCCSC(=S)N(C)C1CCS(=O)(=O)C1 (stereo unspecified)	1	-13	9
COc1cccc2cc(C(=O)NCc3ccccn3)c(=O)oc12	14	-3	?
CC(=O)Nc1nnc(SCC(=O)NCC2CCCO2)s1 (stereo unspecified)	-4	-7	2
COc1ccc2c(c1)c1ncn(CCN3CCCC3)c(=O)c1n2C	59*	-3	2
Cn1nnnc1SCC(=O)Nc1ccccc1N1CCOCC1	-11	-4	2
CC(=O)Nc1ccc(S(=O)(=O)N(CCO)Cc2ccccc2)cc1	-9	-7	-1
COc1ccc(C(CC(=O)Nc2ccc(F)cc2)c2ccccc2)cc1 (stereo unspecified)	-3	-15	33
Cc1ccc(N2CC(C(=O)NCc3ccc4c(c3)OCO4)CC2=O)cc1C (stereo unspecified)	0	-39	-4
CCc1ccccc1NC(=O)C(Cc1cccc(OC)c1OC)c1nn[nH]n1 (stereo unspecified)	-5	-3	11
FC(F)(F)c1cc(C(F)(F)F)n2nc(-c3sccc3-n3cccc3)cc2n1	-1	-3	-13
Cc1cc(C)nc(NS(=O)(=O)c2ccc(NC(=O)COc3ccccc3)cc2)n1	-11	-10	-6
Cn1c2c(c(=O)n(C)c1=O)C(NS(=O)(=O)c1ccccc1)(C(F)(F)F)C(=O)N2 (stereo unspecified)	-4	4	-13
Clc1cccc(-c2nnc(SCc3nc4ccccc4[nH]3)n2Cc2ccco2)c1	-3	-1	-3
Cc1nc2ccc(NC(=O)c3ccc(Cl)c(NC(=O)c4cccs4)c3)cc2s1	-1	-2	35
O=C1C(Cc2ccccc2)Nc2ncnc(N3CCCCC3)c2N1Cc1ccc(Cl)cc1 (stereo unspecified)	-7	-4	4
C=CCn1c(SCC(=O)c2cc(C)n(Cc3cccs3)c2C)nnc1-c1ccncc1	8	5	9
Cc1cccc(NS(=O)(=O)c2cc(C(=O)N3CCc4ccccc4C3)ccc2Cl)c1C	-5	-9	9

Remaining list, next part:
SMILES	RAD54 branch	ARNT TACC3 PPI	esBAF inh
Cc1cccc(-c2noc(CN(C(C)C)S(=O)(=O)c3ccc(F)cc3)n2)c1	9	-11	-3
COC(=O)C1(C(O)C(=O)c2ccc(C)cc2C)CCCCC1 (stereo unspecified)	6	-4	1
O=C(Nc1ccc(Oc2ccc(S(=O)(=O)N3CCOCC3)cn2)cc1)c1ccco1	4	-2	-1
O=C(c1ccccc1NS(=O)(=O)c1ccc(F)cc1)N1CCCC1	-2	-26	-1
CC(C)C(c1nnnn1C1CCCC1)N(C)C1CCCCC1 (stereo unspecified)	-15	-2	-27
Nc1nc(CN2CCC(Cc3ccccc3)CC2)nc(Nc2ccccc2)n1	-3	19	4
COc1cc(C2NC(=O)NC(O)(C(F)(F)F)C2C(=O)c2ccc(Cl)cc2)ccc1O (stereo unspecified)	1	-8	2
c1ccc(C(c2nnnn2Cc2ccco2)N2CCN(c3nc4ccccc4s3)CC2)cc1 (stereo unspecified)	1	0	15
CCc1cc2c(=O)n(-c3ccc(C)cc3)cnc2s1	-5	1	19
CC(Oc1ccc(F)cc1)C(=O)Nc1ccc2ccccc2c1 (stereo unspecified)	-1	-5	-3
COc1ccc(NC(=O)N2CCCc3ccccc32)cc1	-5	-2	41*
COCCNC(=O)CCc1ccc(S(=O)(=O)Nc2ccc(C)cc2)cc1	1	-3	0
COc1ccc(-c2cc(-c3ccc(F)cc3)nc(N3CCN(C)CC3)n2)cc1	7	-10	3
CC(Sc1nc(-c2ccccc2)cc(C(F)(F)F)n1)C(=O)N1CCCCC1 (stereo unspecified)	-4	-7	-3
Cc1ccc([N+](=O)[O-])cc1N=C(c1cccc(Br)c1)N1CCOCC1	6	4	6
O=C(NCc1cccnc1)C1CCCN(S(=O)(=O)c2ccc(Br)cc2)C1 (stereo unspecified)	8	10	2
O=S(=O)(NCc1cccnc1)c1ccc(Br)s1	6	0	-4
Cc1ccc(OCC(O)Cn2c(NCCc3ccccc3)nc3c2c(=O)[nH]c(=O)n3C)cc1 (stereo unspecified)	1	0	13
CCOc1ccc(C(=O)NC(Cc2ccccc2)C(=O)OC)cc1 (stereo unspecified)	7	10	74*
Cc1cc(C)nc(NC2=NCC(=O)N2c2ccccc2)n1	-10	-2	1
CCC(C)(C)n1nnnc1C(c1cc(OC)c(OC)c(OC)c1)N1CCN(c2ccccc2)CC1 (stereo unspecified)	3	0	-6
COc1ccc(-c2c3c([nH]c(=S)c2C#N)CCC3)cc1	3	32	-5
O=C(CC1NC2CCCCC2NC1=O)Nc1ccc2c(c1)OCO2 (stereo unspecified)	5	0	-6
COC(=O)COn1c(-n2nc(C)cc2C)nc2ccccc2c1=O	-8	-6	5
c1coc(CNC2CCCCCCC2)c1	5	-1	1

Next section
SMILES	RAD54 branch	ARNT TACC3 PPI	esBAF inh
O=C(CCN1C(=O)C2C3C=CC(C3)C2C1=O)Nc1c(F)cccc1F (stereo unspecified)	2	18	3
Cc1cccc(S(=O)(=O)NCC2CCCO2)c1 (stereo unspecified)	-6	-4	-12
CCOc1ccccc1-c1nc(-c2ccc(C)nc2OC)no1	-3	-8	69*
CCOc1ccc(NC(=O)COC(=O)c2cccnc2)cc1	-9	5	-6
c1ccc2c(-c3nnc4n3CCCCC4)c[nH]c2c1	5	-2	0
CC(C)N1C(=S)SC2CS(=O)(=O)C=C21 (stereo unspecified)	-2	-4	-6
O=[N+]([O-])c1ccc(Sc2ccccc2Cl)nc1	-5	-6	-5
Cc1ccc(CN(C)C(=O)c2ccccc2Oc2ccccc2)o1	-5	-2	-3
COC(=O)C(C)n1cnc2c(cnn2-c2ccc(Cl)cc2)c1=O (stereo unspecified)	-3	1	53*
Cc1cccc(Oc2coc3cc(OC(=O)c4cc5ccccc5oc4=O)ccc3c2=O)c1	-4	-16	54*
O=S1(=O)N=C(Nc2nc3c(s2)CCCC3)c2ccccc21	1	10	-2
Oc1ccc(Cl)cc1-c1cc(-c2cccc(Br)c2)n[nH]1	12	-4	17
CC(=O)NC12CC3CC(C1)CC(C(=O)Nc1nccs1)(C3)C2	-4	-4	-1
CCOc1ccc(NC(=O)c2ccccc2NC(=O)CN(C)CC(=O)Nc2ccc(C)cc2)cc1	-13	-8	7
O=S(=O)(Nc1ccc(S(=O)(=O)Nc2cccc3ccccc23)cc1)c1ccccc1	8	-6	-6
Cc1oc(C)c(C(=O)O)c1COc1ccc(C(=O)O)cc1	-15	-8	-2
Cc1ccc([N+](=O)[O-])cc1NC(=O)CCCOc1ccccc1	6	4	-8
COC(=O)n1c(SC)nc2ccccc21	-4	-1	3
CN1CCN(CCCNC(=O)C2CC(=O)N(C3CCCCC3)C2)CC1 (stereo unspecified)	1	-7	-10
COc1ccccc1CNc1cc(CSc2ccc(Cl)cc2)nc(C)n1	9	7	-6
Cn1c(=O)n(CC(=O)N2CCN(c3nnc(-c4ccccc4)c4ccccc34)CC2)c2ccccc21	1	5	1
COc1ccccc1NS(=O)(=O)c1ccccc1C#N	-5	-1	6
CCOC(=O)c1sc(C)c2c1NC(C)(c1cccs1)NC2=O (stereo unspecified)	3	4	1
COC(=O)c1cccc(NC(=O)CSc2nnc(COc3cccc(C)c3)n2C)c1	2	-2	4
COc1ccc(OC)c(CN2C(=O)CCC2(C)C(=O)NC2CCCCCC2)c1 (stereo unspecified)	-3	7	-3
Clc1cccc(-c2cc3nc4c(c(N5CCN(c6cnccn6)CC5)n3n2)CCCC4)c1	-1	-5	47*
